High-throughput results from PubChem.
RXFP1 ag: activates the human relaxin receptor RXFP1; Q9HBX9; HEK293T-RXFP1 cAMP TR-FRET, 30 min; response scale: percent of porcine relaxin response, buffer zero; Potency, µM (series often up to 57.5 µM), for the others: top-dose activation, usual class: activators; hit rate 0.3% among 370,000; further: potency means the concentration at half of the fitted maximal effect; on the % scale 0 is the no-effect control and ±100 the full control effect; nearly all actives have a fitted effect of over 60% in size; many of its hits are not listed in these tables
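cAMP rise read by TR-FRET after 30 min, 37C compound exposure (up to 58 uM) in RXFP1-transfected HEK293 cells with Ro 20174 present. EC50 from Hill-equation fits, with 29 nM porcine relaxin as 100% and buffer as basal.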
TRHR enhancer: allosterically enhances the human TRH receptor | P34981 | TRHR cells, fluo-8 calcium fluorescence, EC20 TRH enhancement | enhancement, % at 2 µM | hit rate 0.66% among 360,000; in the data active means enhancement above about 30%; further: 0% is about no effect
Target sequence (P34981 whole entry, looked up): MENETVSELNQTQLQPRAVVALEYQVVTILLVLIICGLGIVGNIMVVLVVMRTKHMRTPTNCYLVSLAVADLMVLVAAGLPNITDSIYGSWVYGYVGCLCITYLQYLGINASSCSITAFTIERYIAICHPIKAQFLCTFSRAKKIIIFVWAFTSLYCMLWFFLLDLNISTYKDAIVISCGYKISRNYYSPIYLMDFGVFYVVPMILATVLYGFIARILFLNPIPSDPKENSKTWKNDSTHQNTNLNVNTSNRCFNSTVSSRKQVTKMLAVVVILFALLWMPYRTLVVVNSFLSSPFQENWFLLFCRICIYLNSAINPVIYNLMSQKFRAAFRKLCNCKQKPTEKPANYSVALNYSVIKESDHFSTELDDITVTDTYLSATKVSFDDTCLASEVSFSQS
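Enhancer read-out: after compound pinning and an initial kinetic agonist-mode read, an EC20 of TRH (10 nM final) was injected and fluo-8 calcium signal (Ex 480/Em 530) followed at 1 s/cycle for 100 cycles in TRHR-expressing cells.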
D2 potentiator: positive allosteric modulators of human D2 dopamine receptor. hit rate 0.34% among 340,000. P14416. potentiation, % at 10 µM. HEK293 T-REx D2, calcium flux, EC20 dopamine potentiation;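 active means potentiation over 3 SD above the plate norm, cut at about 30% in these data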; further: 0% is about no effect
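Cells plated with tetracycline inducer and held overnight at 30 C; calcium dye loaded 30–90 min at room temperature; baseline taken, compound added and read 180 s; EC20 dopamine then added and read 180 s.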
Anesthetic bind: binds horse apoferritin like a general anesthetic. P02791. apoferritin/1-aminoanthracene competitive binding, fluorescence. Potency, µM (highest dose often 77.5 µM), inactives show at the highest dose activity change, negative = displacement, most hits filed as inhibitors. hit rate 0.074% among 350,000. AID 485281; further: potency means the concentration at half of the fitted maximal effect; on the % scale 0 is the no-effect control and ±100 the full control effect; nearly all actives have a fitted effect of over 20% in size
Target sequence (P02791 2-175 limits assumed): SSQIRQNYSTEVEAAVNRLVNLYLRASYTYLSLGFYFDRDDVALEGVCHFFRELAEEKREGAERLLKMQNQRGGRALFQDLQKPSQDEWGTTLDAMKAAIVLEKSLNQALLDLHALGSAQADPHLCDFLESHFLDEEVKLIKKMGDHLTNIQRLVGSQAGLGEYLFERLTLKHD
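Read-out: endpoint 1-AMA fluorescence, excitation 380 nm and emission 535 nm, after compounds sit 10 min at room temperature with 10 uM horse-spleen apoferritin in 50% saturated 1-AMA/PBS. Values come from four-parameter Hill fits.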
D1 PAM: enhances dopamine response at the human D1 receptor | P21728 | HEK293 TREx D1 cells, calcium flux, dopamine EC20 potentiation | potentiation, % at 10 µM | hit rate 0.036% among 360,000; in the data active means potentiation above about 30%; further: 0% is about no effect
Target sequence (P21728 whole entry, looked up): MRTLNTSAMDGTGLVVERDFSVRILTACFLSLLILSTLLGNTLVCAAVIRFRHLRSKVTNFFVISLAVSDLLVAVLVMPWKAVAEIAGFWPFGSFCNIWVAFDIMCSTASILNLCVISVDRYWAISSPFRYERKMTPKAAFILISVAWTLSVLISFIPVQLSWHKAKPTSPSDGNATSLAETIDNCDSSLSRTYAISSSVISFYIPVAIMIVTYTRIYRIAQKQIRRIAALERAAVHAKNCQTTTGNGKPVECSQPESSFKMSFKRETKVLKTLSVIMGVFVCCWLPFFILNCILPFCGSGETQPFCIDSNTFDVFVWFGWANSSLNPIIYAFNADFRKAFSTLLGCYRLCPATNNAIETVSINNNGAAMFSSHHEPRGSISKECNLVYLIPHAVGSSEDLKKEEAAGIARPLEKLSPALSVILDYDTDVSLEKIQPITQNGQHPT
TRHR ag: activates the human TRH receptor; activation, % at 2 µM; P34981; TRHR cells, calcium flux fluo-8, FDSS agonist mode; AID 493084; hit rate 0.18% among 360,000; in the data active means activation above about 30%; further: 0% is about no effect
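TRHR-expressing cells, plated overnight in medium with 10% serum, were loaded with fluo-8 calcium dye at room temperature. After a 10 s baseline, library compound was pin-added and calcium release was recorded kinetically (ex 480/em 530) as agonist response.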
D1 antagonist: antagonists of human D1 dopamine receptor | P21728 | HEK293 TREx D1 cells, calcium flux, dopamine EC80; active compounds read low | activity change, negative = inhibition, % at 10 µM | hit rate 3.2% among 360,000 | AID 504652; in the data active means activity change below about -30%; further: on the % scale 0 is the no-effect control and ±100 the full control effect
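After overnight tetracycline induction at 30 C, force-coupled D1 HEK293 cells took up a no-wash calcium dye at room temperature. Compounds were added and monitored 180 s, and the response to EC80 dopamine was then recorded.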
RXFP1 antagonist: antagonists of human relaxin receptor RXFP1 | activity change, negative = inhibition, % at 57.5 µM | Q9HBX9 | HEK293-RXFP1, relaxin-stimulated cAMP HTRF, 30 min; active compounds read low | hit rate 0.59% among 350,000;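 active means activity change of -60% or lower, but not beyond a set lower limit; inconclusive means change between -60% and -40%, or beyond the set limit; inactive means change above -40%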; further: on the % scale 0 is the no-effect control and ±100 the full control effect
D1 agonist: human D1 receptor agonism. P21728. hit rate 1% among 360,000. activation, % at 2 µM. HEK293 T-REx D1 cells, calcium flux, agonist mode; in the data active means activation above about 30%; further: 0% is about no effect
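Agonism was scored from calcium flux recorded over 180 s (1 read/s) after pintool compound addition, following a 10-cycle baseline. Cells were inducible force-coupled HEK293 TREx D1, plated overnight at 30 C and loaded with no-wash calcium dye.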
Active calls of the source: *; ? = inconclusive; · = not tested or not shown; [ ] = another dose, or the depositor's remark. Unless noted, the call rests on the fitted dose curve; in most records, active means well fitted curve in the direction sought with a large enough effect; inconclusive means small, poorly fitted or top-dose-only effect, or another doubt; inactive means no such curve, though single readings can be large; an effect the other way counts as inactive or inconclusive. An excerpt. The share of hits here may be higher or lower than overall.

Values in the order – RXFP1 ag, TRHR enhancer, D2 potentiator, Anesthetic bind, D1 PAM, TRHR ag, D1 antagonist, RXFP1 antagonist, D1 agonist
#1 CCOc1ccc2[nH]c(=O)c(CN(CCN3CCCC3)C(=S)Nc3ccccc3OCC)cc2c1
    3.0%, -5, 0, ?, -6, 2.2, 5, -5, 11
#2 Cc1ccc(NC(=S)NNC(=S)Nc2ccc(C)cc2C)cc1
    2.9%, 4, -3, -22%, -2, -0.9, 7, -14, 4
#3 CC1(C)Cc2ccccc2C2=NNC(=O)C2=N1
    -1.0%, -1, 2, -15%, -2, -0.8, 0, 10, 0
#4 Cn1cc(Br)c(C(=O)NC(=S)Nc2ccc(S(N)(=O)=O)cc2)n1
    -0.5%, -14, 4, -12%, -1, -0.2, 2, -7, 1
#5 CCOC(=O)c1c(-c2ccc(C)o2)csc1NC(=S)NC(=O)c1cccs1
    2.9%, 3, 9, -10%, 0, 0.7, 4, -7, 2
#6 O=c1cc(-c2c(F)c(F)c(F)c(F)c2F)oc2c(F)c(F)c(F)c(F)c12
    1.3%, -3, -12, ?, -2, -0.4, -13, ·, 0
#7 NC(=O)CC(NC(=O)Cc1ccc(Br)cc1)c1ccc(NC2CCN(Cc3ccccc3)CC2)c([N+](=O)[O-])c1 (configuration not stated)
    -0.5%, -4, -2, ?, -3, -0.7, 17, ·, -1
#8 Cc1csc(Nc2ccccc2)[n+]1C
    -0.2%, 3, 3, -15%, 1, -0.4, -2, -6, 3
#9 O=S1(=O)N=C(N2CCCC2)c2ccccc21
    3.0%, -1, -5, 4%, -3, -0.6, 2, -9, -2
#10 O=C(OC(C(=O)NCc1ccccc1)c1ccccc1F)c1ccco1 (configuration not stated)
    1.5%, 20, -7, -11%, -4, -0.4, 1, -3, 0
#11 N#Cc1c(NCCN)nc(-c2ccccc2)c2c1CCCC2
    0.7%, 3, 4, -12%, -3, -0.3, 11, -17, 18
#12 COc1ccc(CCNC(=O)CSc2nc(-c3ccc(F)cc3)cc(C(F)(F)F)n2)cc1OC
    -11%, 14, -1, -4%, -6, -1.1, -8, ·, 3
#13 CC(C)CCNC(=O)C(c1ccc(O)cc1)N(Cc1ccco1)C(=O)CCC(=O)Nc1nccs1 (configuration not stated)
    2.7%, 1, ·, 3%, -10, 0.0, 13, -18, 1
#14 CCOC(=O)c1cccnc1NC(=O)c1ccncc1
    2.3%, 6, 13, 45%[activator], 3, 0.1, -3, -4, 4
#15 CCN(CC)C(=O)COC(=O)c1cc(-c2ccc(OC)cc2)nc2ccccc12
    5.0%, 6, -2, ?, -1, 0.2, ·, 21, 5
#16 O=C(CCNC(=O)N1CCn2c1nc1ccccc12)NCc1ccccc1Cl
    -0.4%, -5, -4, -1%, -6, -0.5, -15, -2, 0
#17 O=S(=O)(c1ccc(SCCOc2ccccc2Cl)nc1)N1CCCC1
    0.1%, -2, 16, ·, ·, 1.6, 10, 3, 38*
#18 Cc1ccccc1S(=O)(=O)N1[C@@H](c2ccccc2)C(C(=O)O)=CC[C@H]1c1ccc(Cl)cc1
    -0.7%, -1, -5, ·, -7, -0.7, -12, ·, -1
#19 CC(OC(=O)c1ccc(Cl)c(S(=O)(=O)N2CCOCC2)c1)C(=O)NC1CCCCC1C (configuration not stated)
    -3.1%, -3, 1, -20%, 0, -0.9, -6, 2, 4
#20 Cc1ccc(NC(=O)CSc2nc(NS(=O)(=O)c3ccccc3)cc(=O)[nH]2)cc1
    0.7%, 8, 7, -15%, 2, 0.0, 2, 7, 1

An excerpt of these results, with values ahead of the structure:
no.	RXFP1 ag	TRHR enhancer	D2 potentiator	Anesthetic bind	D1 PAM	TRHR ag	D1 antagonist	RXFP1 antagonist	D1 agonist	mol
3	-1.0%	-1	2	-15%	-2	-0.8	0	10	0	CC1(C)Cc2ccccc2C2=NNC(=O)C2=N1
10	1.5%	20	-7	-11%	-4	-0.4	1	-3	0	O=C(OC(C(=O)NCc1ccccc1)c1ccccc1F)c1ccco1 (configuration not stated)
5	2.9%	3	9	-10%	0	0.7	4	-7	2	CCOC(=O)c1c(-c2ccc(C)o2)csc1NC(=S)NC(=O)c1cccs1
20	0.7%	8	7	-15%	2	0.0	2	7	1	Cc1ccc(NC(=O)CSc2nc(NS(=O)(=O)c3ccccc3)cc(=O)[nH]2)cc1

Later entries.
Values in the order – RXFP1 ag, TRHR enhancer, D2 potentiator, Anesthetic bind, D1 PAM, TRHR ag, D1 antagonist, RXFP1 antagonist, D1 agonist
#21 NC(=O)C1(N2CCCCC2)CCN(c2ccc3nnc(-c4ccccc4)n3n2)CC1
    7.0%, 11, 32*, -12%, 4, -0.2, 22, ·, 0
#22 CCC(C)[C@H](NC(=O)N1CCn2c1nc1ccccc12)C(=O)NCc1ccccc1 (some centres not stated)
    0.0%, 13, 32*, -18%, -3, -0.7, 14, -31, 4
#23 CCS(=O)(=O)N1CCCC(C(=O)NCCN(C)Cc2ccccc2)C1 (configuration not stated)
    0.0%, -3, -2, -4%, -1, -0.7, 5, 4, -1
#24 O=C(Cn1[nH]c(=O)c2ccccc2c1=O)OCC(=O)c1ccccc1Cl
    0.8%, 16, ·, ·, -4, -0.1, -11, 1, 2
#25 O=C(Nc1cc(C(F)(F)F)ccc1-n1cncn1)c1ccc(-c2ccccc2)cc1
    -0.6%, 5, 2, ?, -1, -0.2, 1, -2, -1
#26 CN(C)CCCN(C(=O)c1cc(-c2cccs2)nc2ccccc12)c1nc2c(F)cccc2s1
    7.6%, 21, 4, -12%, -6, 1.8, 7, -15, 0
#27 COc1ccc(Cl)cc1S(=O)(=O)N1CCN(CC(=O)Nc2ccccc2C(F)(F)F)CC1
    0.6%, 20, -8, -4%, 1, 0.7, 15, -6, 1
#28 O=C(CN1C(=O)COc2ccc(S(=O)(=O)N3CCCC3)cc21)N1CCN(c2ccc(F)cc2)CC1
    -0.5%, -4, -17, -2%, 3, -0.1, 2, ·, 0
#29 CC(=O)NC(CC(=O)NNC(=O)c1cccs1)c1ccccc1 (configuration not stated)
    0.7%, 4, 9, ·, 1, -0.8, -3, 3, 4
#30 CCOc1cc(C(=O)Nc2ccc3c(c2)n(C)c(=O)c(=O)n3C)cc(OCC)c1OCC
    6.4%, 0, -4, -10%, 3, -0.7, -1, -4, 0
#31 Cc1sc(NC(=O)COc2ccc(C(C)(C)C)cc2)c(C(=O)OC(C)C)c1C
    0.4%, -8, 2, -3%, 0, 0.0, -3, 13, 0
#32 O=C1CCSC2(C(=O)N(Cc3ccccc3)c3ccccc32)N1c1ccccc1 (configuration not stated)
    -1.3%, -3, 5, -12%, 7, -1.0, 4, -38, 4
#33 CCOC(=O)C1=C(C)N(C)C(C)=C(C(=O)OCC)C1c1ccc(C(=O)OC)cc1
    2.1%, -8, 3, 106%[activator], -6, -0.8, -1, -6, 5
#34 O=C(c1ccc([N+](=O)[O-])s1)N1CCc2ccccc2C1
    1.0%, -1, -9, -15%, 0, -0.1, -16, -6, 1
#35 CNC(=S)NNC(=O)c1ccccc1Cl
    -0.7%, 0, -2, -7%, -4, 0.7, -12, 9, 1
#36 Cc1ccc(NC(=O)NCC2CCN(Cc3cc(C)ccc3Cl)CC2)c(C)c1
    0.5%, 4, -4, -9%, -2, 1.1, -1, 2, 3
#37 CN(C)S(=O)(=O)c1cccc(C(=O)C2=C3SC=C(c4ccccc4)N3CC2)c1
    -1.2%, -7, -1, -17%, -5, 0.9, -3, -10, 2
#38 O=C(CSc1nc2ccc(Cl)cc2[nH]1)NC1CCCc2ccccc21 (configuration not stated)
    0.2%, -2, 9, -19%, -6, -0.4, -21, -9, 1
#39 O=C1CC(c2ccccc2)Sc2nc3ccccc3n21 (configuration not stated)
    -0.3%, 42*, 0, -20%, -1, -1.1, -13, -15, 1
#40 CCC(C)N(C(=O)Cn1nc(C)c([N+](=O)[O-])c1C)C1CCS(=O)(=O)C1 (configuration not stated)
    1.9%, -1, 1, ·, -5, 0.7, -3, -8, 2

Full records as entered above. Order of values: RXFP1 ag, TRHR enhancer, D2 potentiator, Anesthetic bind, D1 PAM, TRHR ag, D1 antagonist, RXFP1 antagonist, D1 agonist
`CCS(=O)(=O)N1CCCC(C(=O)NCCN(C)Cc2ccccc2)C1` (configuration not stated) as listed: 0.0%, -3, -2, -4%, -1, -0.7, 5, 4, -1
`O=C1CC(c2ccccc2)Sc2nc3ccccc3n21` (configuration not stated) as listed: -0.3%, 42*, 0, -20%, -1, -1.1, -13, -15, 1

More compounds
Values in the order – RXFP1 ag, TRHR enhancer, D2 potentiator, Anesthetic bind, D1 PAM, TRHR ag, D1 antagonist, RXFP1 antagonist, D1 agonist
#41 O=C(O)COc1ccccc1/C=N/NC(=O)CSc1nnc(-c2ccc(Cl)cc2)n1C1CCCCC1
    -0.5%, -3, -4, -10%, -5, 0.6, 7, -2, 0
#42 COc1cc2c(N3CCOCC3)cc(O)c(CC(=O)Nc3ccccc3)c2cc1OC
    1.8%, -3, 9, -7%, -3, 0.0, -3, 10, -1
#43 COc1cc(C(=O)N(Cc2cccnc2)c2nc3cc(C)c(C)cc3s2)cc(OC)c1OC
    0.4%, 5, -11, -12%, -1, 0.5, ·, 6, 11
#44 COc1ccc(C2C3=C(CCCC3=O)Nc3nc(-c4cc(OC)c(OC)c(OC)c4)nn32)cc1OC (configuration not stated)
    0.7%, -2, 7, -18%, -5, 0.6, -3, 29, 2
#45 COc1ccc(C(=O)NNC(=O)CCn2nnc(-c3ccc(C)cc3)n2)cc1OC
    0.3%, 1, -5, -4%, 4, -1.3, 0, -6, 3
#46 CCCCC(=O)Nc1ccc2oc(-c3ccncc3)nc2c1
    4.1%, -2, ·, -1%, -5, 0.3, 1, 1, 0
#47 CN(C)c1ccc(NC(=O)Nc2cccc3ccccc23)cc1
    -1.5%, -5, 9, -15%, -4, -0.1, -9, -25, 1
#48 CCOc1ccc2oc(C(=O)NC(C)(C)CC)c(C)c2c1
    3.5%, 1, 8, -21%, 6, 0.8, -2, -7, 1
#49 O=C(c1cn(Cc2ccccc2)nc1-c1cccnc1)N1CCN(Cc2c(F)cccc2Cl)CC1
    1.1%, -6, -12, ·, 0, -0.3, -12, 0, 1
#50 COc1ccccc1N(C)C(=O)c1cc(S(=O)(=O)N2CCc3ccccc32)cn1C
    2.1%, 4, 3, -19%, -3, 0.0, 3, 6, 3
